Compound activity from PubChem.
ROCK2 inh = inhibitors of human Rho kinase 2 | 0.35% of 60,000 active | inhibition, % at 6 µM | purified ROCK2, Kinase-Glo ATP depletion luminescence;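 active = inhibition above the screen-wide mean inhibition plus 3 SD, cut at about 18% in these data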;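 note: plate controls were DMSO wells for no effect and Y-27632 control wells after no-enzyme background subtraction for full effect; many of its hits are not listed in these tables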
PKA inh = blocks human protein kinase A activity; inhibition, % at 6 µM; P17612; PKA Kemptide phosphorylation, Kinase-Glo ATP luminescence; 0.1% of 65,000 active;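 active = inhibition above the screen-wide mean inhibition plus 3 SD, cut at about 21% in these data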; note: many of its hits are not listed in these tables
MMP13 inh = inhibitors of human MMP13 | P45452 | MMP-13 fTHP FRET cleavage, Mca fluorescence | inhibition, % at 4 µM | 0.07% of 65,000 active;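 active = inhibition above the mean of compound-free control plate wells plus 3 SD, cut at about 14% in these data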;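 note: 0% = DMSO wells and 100% = wells with reference MMP-13 inhibitor after basal subtraction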
HEK293 NFkB inh = inhibitors of the PMA/ionomycin-induced NF-kB reporter in HEK293 cells. HEK-293 NF-kB luciferase reporter, luminescence. inhibition, % at 3 µM. 0.21% of 62,000 active. AID 465;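 active = inhibition above the mean of all tested compounds plus 3 SD, cut at about 40% in these data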;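 note: 0% = stimulated DMSO wells and 100% = 10 µM reference inhibitor 5653914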
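Reagent: PMA plus ionomycin mix as NF-kB-activating stimulus. Assay system: NF-kB luciferase reporter HEK-293 cells. Technique: luminescence from luciferase substrate reagent. Incubation: 1 h compound pre-incubation, 16 h PMA/ionomycin at 37 °C. Benchmarks: DMSO only as uninhibited control, 10 µM reference inhibitor as full inhibition. Repeats: tested once.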
Fluor 339 460 = intrinsic fluorescence of library compounds, ex339/em460 – biochemical, MLSMR library, data from DPM-DC assay, artefact control, profiling panel; compound autofluorescence, ex339/em460 nm, NADH buffer; hits give high values; 1 = no-compound wells, NADH background; fluorescence fold increase at 10 µM; 5.5% of 65,000 active;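 active = at 10 µM, mean starting fluorescence two-fold or more over control wells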;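 note: signal is the first read of a kinetic run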
NADH coupling = inhibition of NAD/NADH coupling enzymes, library profiling; coupled PK/LDH NADH assays, four targets; IC50, µM (doses to about 10 µM), for inactives: at the top dose inhibition; 0.02% of 65,000 active; AID 774;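 active = single-dose screening hits from any of four coupled enzyme assays that gave an IC50 when retested across doses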;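 note: the DPM-DC format reads NADH fluorescence rather than 340 nm absorbance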
tolC growth inh = blocks growth of E. coli BW25113 tolC mutant. OD615. growth inhibition, % at 10 µM (by protocol). 2.2% of 65,000 active;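 active = growth inhibition at or above a cutoff equal to the mean over every tested compound plus 3 SD, cut at about 60% in these data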;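 note: growth measured after 20 h incubation at 37 °C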
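Signal: optical density read at 615 nm; Assay system: E. coli ΔtolC::kan strain BW25113; Times: 20 h incubation with compound, 37 °C; Dosing: 10 µM final, single dose.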
Abs 340nm = compound absorbs light at 340 nm | compound absorbance at 340 nm, fold over control | fold change at 10 µM | 65,000 tested, under 10 active;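 active = at 10 µM dose, initial 340 nm absorbance at least 2 fold that of control wells; inactive = change under 2 fold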;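 note: initial absorbance extrapolated from kinetic A340 decline of NADH oxidation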
JNK3 inh = inhibitors of human JNK3 kinase; 0.61% of 60,000 active; AID 746; inhibition, % at 8 µM; purified JNK3 kinase activity, HTS; in the data active = inhibition above about 17%;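 note: 0% = DMSO and 100% = reference inhibitor; many of its hits are not listed in these tables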
Target sequence (P53779 whole entry, looked up): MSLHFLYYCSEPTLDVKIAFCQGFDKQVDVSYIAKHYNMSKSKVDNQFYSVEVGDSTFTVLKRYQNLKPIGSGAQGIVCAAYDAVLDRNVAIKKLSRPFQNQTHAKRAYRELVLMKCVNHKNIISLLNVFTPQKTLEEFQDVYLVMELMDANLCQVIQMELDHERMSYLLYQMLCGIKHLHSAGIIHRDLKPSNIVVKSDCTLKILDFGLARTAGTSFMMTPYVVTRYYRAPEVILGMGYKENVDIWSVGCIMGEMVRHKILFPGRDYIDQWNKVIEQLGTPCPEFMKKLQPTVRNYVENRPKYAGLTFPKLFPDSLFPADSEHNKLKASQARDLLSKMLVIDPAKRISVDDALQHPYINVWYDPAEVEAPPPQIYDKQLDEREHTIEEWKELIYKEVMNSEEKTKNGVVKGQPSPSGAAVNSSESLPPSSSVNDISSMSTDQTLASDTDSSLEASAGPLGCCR
The depositor's hits bear a star; / = not tested or not shown; [ ] = another dose, or the depositor's remark. This is a subset, so the mix of outcomes need not match the whole.

SMILES	ROCK2 inh	PKA inh	MMP13 inh	HEK293 NFkB inh	Fluor 339 460	NADH coupling	tolC growth inh	Abs 340nm	JNK3 inh
COc1cccc(C(=O)Nc2ccc(NC(=O)c3ccco3)nc2)c1	6	9	2	11	0.98	2%	-6	1	3
CCCC(=O)NCc1nc2ccccc2n1C	0	-6	-1	14	1.2	4%	-13	1	-8
CCN(CC)CCCN1C(=O)C(O)=C(C(=O)c2sc(C)nc2C)C1c1ccco1 (stereo unspecified)	6	6	-3	14	1.1	6%	-23	1.1	5
CC(=O)c1c(N2CCN(Cc3ccc4c(c3)OCO4)CC2)nc(=S)n(-c2ccccc2)c1C	0	0	-3	22	1.1	7%	1	1.1	-2
O=C(Cc1ccccc1)CC1(O)C(=O)Nc2ccccc21 (stereo unspecified)	2	2	1	8	1.1	3%	-8	1.1	-6
O=S(=O)(NCCC1=CCCCC1)c1cccc2nsnc12	-3	-1	0	22	1.1	5%	18	1	-7
CCOC(=O)NC(Nc1nnc(SCC)s1)(C(F)(F)F)C(F)(F)F	-1	0	0	7	1	5%	-12	1	3
CCC(C)N(C(=O)Cn1nnc2ccccc21)C(C(=O)NCc1ccco1)c1cccc(OC)c1 (stereo unspecified)	2	8	10	7	1	7%	10	0.99	-6
Nc1nnc(SCC(=O)NCc2ccc3c(c2)OCO3)s1	2	10	1	6	1.1	5%	-8	1	6
Cc1ccc(N2C(=O)SC(N(CC(=O)O)c3cccc(C)c3)C2=O)cc1 (stereo unspecified)	/	0	4	3	1.1	5%	3	1	/
Cc1ccccc1Cn1ccc(NC(=O)c2cnn3c(C(F)(F)F)cc(-c4ccco4)nc23)n1	-5	-4	6	14	1.1	1%	22	1	-3
CCC(=O)Nc1cc(C(C)C)c(O)cc1C	-5	2	6	6	1.1	4%	-10	0.99	-4
c1ccc(N2CCN(c3ncnc4c3oc3ccccc34)CC2)cc1	3	4	-12	17	1.5	6%	94*	1.1	2
COc1cccc(-n2c(Cc3cc(=O)[nH]c(=O)[nH]3)nnc2SCC(=O)N2CCCC2)c1	6	3	-11	-2	1.1	7%	-24	0.98	7
O=C(CSc1nnc(CNC(=O)c2cccs2)o1)NCCc1ccccc1	/	8	1	9	1	3%	-32	1.1	/
O=C(CSc1nnc(Cc2ccccc2)o1)N1CCc2ccccc21	6	6	10	3	1.2	3%	-8	1	-2
CCCC(=O)N1CC(=O)Nc2ccc(F)cc2C1c1ccccc1 (stereo unspecified)	5	8	-10	12	0.99	2%	7	1	-2
CC(O)c1nc2ccccc2n1C1CCCCC1 (stereo unspecified)	-10	1	3	27	1	2%	0	0.98	-1
CCOC(=O)c1cc(C)sc1NC(=O)C1CCC1	2	3	1	0	1.1	0%	37	1.1	4
CCn1nnc(-c2ccccc2NC(=O)c2cc(OC)cc(OC)c2)n1	-4	-13	6	12	1.2	0%	-2	1	-3
Cc1nnc2n(Cc3ccccc3)c(=O)c3c4c(sc3n12)COC(C)(C)C4	7	0	-3	14	1.1	9%	12	1	-5
CS(=O)(=O)N1CCN(C(=O)c2c(F)cccc2F)CC1	1	0	-2	-1	1.1	3%	-10	1	-1
CCOC(=O)NC1(C(F)(F)F)NC(=O)N(Cc2ccco2)C1=O (stereo unspecified)	-4	-4	10	18	1.1	2%	-4	1	-4
CC12/C(=N/O)C3C4CC5C3/C(=N/O)C1C5C42 (stereo unspecified)	7	0	3	21	1	4%	-7	1	-6
Fc1cc(F)c(F)c(SCCc2ccncc2)c1F	-14	-2	0	/	1	1%	-4	0.98	3
O=C(CCCCCN1C(=O)CCC1=O)Nc1ccc2c(c1)OCO2	13	8	-1	9	1.2	5%	-5	1	3
Cc1nc2ccccc2c2c1C(=O)N(C)C2=O	-1	7	3	17	1.1	2%	33	1.1	-2
Cc1ccc(N2CCCn3c2nc2c3c(=O)n(CC(=O)OCc3ccccc3)c(=O)n2C)cc1C	-4	-6	3	3	1.1	5%	36	1	-2
Cc1ccc(-n2c(N)c(C(=O)N3CCOCC3)sc2=S)c(C)c1	8	11	7	8	1.1	2%	6	1.1	-5
COc1cccc(C(=O)Nc2ccc(NC(=O)C(C)(C)C)cn2)c1	/	4	5	-14	0.99	2%	-8	0.99	/
CCn1c(CSc2nc3ccccc3s2)nc2ccccc21	/	/	/	/	1.5	3%	19	1	/
COc1c(Cl)ccc(Cl)c1C(=O)OCC(=O)O	4	7	-6	-4	1.1	1%	-10	1.1	-2
CCOC(=O)c1c(N)sc(C(=O)Nc2ccc3c(c2)OCO3)c1C	-11	-3	4	-24	1.2	0%	12	1.1	-6
O=C(CSc1ncccc1-c1nc2ccccc2[nH]1)N1CCCCC1	2	16	-12	18	1.5	9%	3	1	-6
Cn1c(=O)cc(SCC(=O)N2CCCC2)c2ccccc21	-2	0	-7	28	1.4	4%	-20	1	0
CCn1cnc2scc(-c3ccccc3)c2c1=O	5	6	1	11	1.1	10%	9	1	-6
Cc1ccc(N(CC(=O)N2CCc3ccccc32)C2=NC(=O)CS2)cc1	3	3	1	0	1.1	6%	10	1	-4
Cc1ccc(C(C(=O)NCc2ccco2)N(CCc2ccccc2)C(=O)Cn2nnc3ccccc32)o1 (stereo unspecified)	3	-5	-1	-1	1	8%	7	1	2
O=C(c1cnc2ccccn2c1=O)N1CCCc2ccccc21	5	6	1	7	1	4%	-9	1.1	0
CCCNC(=O)C1CCN(S(=O)(=O)c2ccc(Br)cc2)CC1	7	10	-3	6	1.1	6%	-3	1	7
Cc1nnc(NCc2n[nH]c(=O)c3ccccc23)c2ccccc12	-10	5	-4	/	1.1	5%	9	1	0
Cn1c(=O)c2c(ncn2CC(=O)N2CCCc3ccccc32)n(C)c1=O	5	7	3	-2	1.1	2%	-19	1	-1
COc1ccccc1N/C(N)=N/c1nc(CSc2ccc(C)cc2)cc(=O)[nH]1	5	2	2	10	1.1	8%	33	1	1
O=C(Nc1ccc(S(=O)(=O)N2CCOCC2)cc1)C1COc2ccccc2O1 (stereo unspecified)	/	9	3	15	1.1	4%	12	1	/
CC(C)C12CN3CC(C(C)C)(CN(C1)C3c1ccccc1)C2O (stereo unspecified)	-5	-12	1	12	1.1	8%	8	1	-4
CC(=O)Nc1c(-c2ccc(F)cc2)nc2ccccn12	-4	4	-27	13	1.7	1%[fluoresces]	-4	1	0
COc1ccc(OC)c(-c2cc(C(=O)Nc3cc(C)on3)no2)c1	4	11	-4	1	2.8*	7%	11	1	-1
CN1C(=O)Cc2cc(S(=O)(=O)N3CCOCC3)ccc21	2	3	-13	-1	1	8%	-24	0.99	2
COc1ccc(N2C(=O)C3C4C=CC(C4)C3C2=O)nn1 (stereo unspecified)	4	4	0	-11	1.1	3%	-12	0.97	-6
CCCCCn1c(CNC(=O)CC)nc2ccccc21	2	8	-2	2	1.1	2%	-6	1	5
COc1cc2c(cc1OC)CN(S(C)(=O)=O)CC2	-2	-7	4	4	1.1	3%	-2	1.1	-14
CCOC(=O)c1c(C)n(C)c2ccc(OCC(O)CN(CC)CC)cc12 (stereo unspecified)	1	9	0	8	1.1	1%	-5	1	0
COc1cccc(-n2ccnc2SCC(=O)Nc2cc(OC)ccc2OC)c1	8	8	-1	-14	1.1	5%	24	1	5
CCOC(=O)c1ccc(NC(=O)C2C3CCC(C3)C2C(=O)O)cc1 (stereo unspecified)	-2	2	6	6	1.1	2%	-3	1.1	4
O=C1OCc2cc(NC(=O)C3COc4ccccc4O3)ccc21 (stereo unspecified)	2	11	3	0	1.1	10%	1	1	-1
O=C(c1ccc2c(c1)C(=O)N(Cc1ccco1)C2O)N1CCOCC1 (stereo unspecified)	4	12	2	10	1.1	5%	-10	1	-5
COc1cc(-c2nnc(SCC(=O)OC3CCCCC3)o2)cc(OC)c1OC	4	-8	-4	16	1.1	6%	9	1	5
O=C(CSc1ncnc2nc[nH]c12)N1CCN(c2ccc(Cl)cc2)CC1	0	-5	2	14	1.2	2%	9	1	-2
Cc1ccccc1OCCn1c(=O)oc2ccccc21	3	4	1	-4	1	3%	49	0.99	-2
COC(=O)c1nc(C(=O)OC)c(C(=O)OC)nc1C(=O)OC	1	-2	-2	-2	1.1	3%	-18	0.92	0

Results in Fluor 339 460 and MMP13 inh, for some of the entries so far:
SMILES,Fluor 339 460,MMP13 inh
COc1cc(-c2nnc(SCC(=O)OC3CCCCC3)o2)cc(OC)c1OC,1.1,-4
O=C(CSc1ncnc2nc[nH]c12)N1CCN(c2ccc(Cl)cc2)CC1,1.2,2
Cc1ccccc1OCCn1c(=O)oc2ccccc21,1,1

Carrying on:
SMILES	ROCK2 inh	PKA inh	MMP13 inh	HEK293 NFkB inh	Fluor 339 460	NADH coupling	tolC growth inh	Abs 340nm	JNK3 inh
O=C(CC1(O)C(=O)N(C/C=C/c2ccccc2)c2ccccc21)c1ccccn1 (stereo unspecified)	-7	2	5	12	1.1	5%	33	1.1	7
O=C(c1cc2ncc(Br)cn2n1)N1CCN(C(=O)c2ccco2)CC1	0	9	-1	11	1.1	6%	-3	1	6
Clc1ccc(OCc2nnc(-c3ccccc3Br)o2)c(Cl)c1	0	-9	7	-40	0.97	8%	10	1	-2
COc1ccc(C2C(C(=O)Nc3cccnc3)=C(C)Nc3nc(-c4ccco4)nn32)cc1 (stereo unspecified)	2	1	-1	19	1.2	5%	-20	1	-1
COc1ccc(O)c(-c2[nH]ncc2C(=O)c2ccccc2)c1	/	0	-2	14	1.1	3%	4	1	/
COCCCNC(=O)c1ccc(N2CCCC2)c(NS(=O)(=O)c2ccc(C)cc2)c1	3	7	5	12	1	11%	4	1.1	-7
CCOC(=O)C1C(=O)NC(N2CCN(Cc3ccccc3)CC2)=NC1c1ccco1 (stereo unspecified)	6	3	-1	2	1	7%	-7	1	4
COc1ccc(-n2c(COc3cccc(C)c3)nnc2SCC(=O)NCc2ccco2)cc1	-1	-3	2	1	1	3%	20	0.98	4
CC(C)c1ccc(NC(=O)N2CCC(c3nc4ccccc4o3)CC2)cc1	7	1	-2	5	1.1	5%	28	1	0
Cc1cc(C)n2nc(CCc3nc4nc(C)cc(C)n4n3)nc2n1	/	-3	-7	6	1.1	5%	-5	1.1	/
N#Cc1c(N)nc(SCC(=O)NC2CCCCC2)c(C#N)c1-c1ccc(Cl)cc1	4	2	-1	19	1.9	8%	5	1.1	-3
COc1cc(-c2nnc(SCC(=O)Nc3cc(C)on3)n2C)cc(OC)c1O	1	-6	-10	8	1.1	0%	-14	1	0
Cc1ccc(-c2noc(-c3ccccc3C(=O)NCC3CCCO3)n2)cc1 (stereo unspecified)	3	8	1	0	1	4%	7	0.99	4
COc1ccc(-c2ncc3ccccn23)cc1	4	6	-3	-16	3.2*	12%[fluoresces]	3	1.1	10
C=CCn1c(SCC(=O)NC23CC4CC(CC(C4)C2)C3)nc(O)cc1=O	2	5	-2	/	1	1%	-6	1	0
Cc1ccc(CNC(=O)Cn2ccc3ccccc3c2=O)o1	5	5	2	1	1.1	3%	-10	0.97	-4
